AID2073 – inhibitors of Mint1-CaV2.2 protein interaction, biochemical, HTRF (AID 2073). HTRF protein-protein interaction, Mint1-CaV2.2; higher % means a stronger effect. inhibition, % at 20 µM, or IC50 in µM where a hit was titrated. actives 0.19% (n = 290,000); in the data active = inhibition mostly above about 51%, no sharp cut-off; inconclusive = no clear call, values can overlap the other calls; inactive = mostly below about 53%; note: some results filed as inactive read as strong as hits
HIV fusion peptide – inhibitors of HIV fusion peptide binding, primary screen, biochemical, uHTS, fluorescence dequenching (AID 1986) | cell-free peptide binding, fluorescence dequenching, 30 min; higher % means a stronger effect | one-dose inhibition, % at 20 µM; IC50 in µM for titrated hits | actives 0.3% (n = 290,000); in the data active = inhibition mostly above about 52%, no sharp cut-off; inactive = mostly below about 76%; note: some results filed as inactive read as strong as hits
Active calls of the source: *; ? = inconclusive.

SMILES	AID2073	HIV fusion peptide
CC(=O)c1ccc(NC(=S)N2CCN(S(=O)(=O)c3ccc(F)cc3)CC2)cc1	-31%	-1.9%
COc1ccc(NC(=O)CCN2CCN(c3ccc(F)cc3)CC2)cc1	6%	-1.0%
NC(=O)CN1C(=O)NC(c2ccccc2)(c2ccccc2)C1=O	28%	0.3%
O=C(Nc1ccc(N2CCN(C(=O)c3ccccc3)CC2)cc1)c1cccnc1	-13%	1.5%
O=C(NC1CCCc2c1cnn2-c1cc(F)cc(F)c1)c1ccncc1 (centres undefined)	7%	0.0%
O=C(NC1CCCCC1)C(c1ccco1)N(C(=O)c1csnn1)c1cccc(F)c1 (centres undefined)	-9%	-0.8%
CC(=O)c1ccc(NC(=O)Cn2cnc(S(=O)(=O)N3CCCCC3)c2)cc1	8%	-1.3%
C/C(=N\NC(=O)c1ccco1)c1ccc(-c2ccccc2)cc1	8%	0.3%
CC(C)C(=O)Nc1nc(-c2ccc(S(=O)(=O)N3CCOCC3)cc2)cs1	27%	-1.5%
COc1ccc(C2=NS(=O)(=O)N(C)C(C(=O)NC(C)c3ccccc3)=C2)cc1OC (centres undefined)	22%	-0.9%
COc1ccc(NC(=O)CCS(=O)(=O)c2ccc3c(c2)oc(=O)n3C)cc1OC	10%	2.4%
CS(=O)(=O)c1ccc2nc(NC(=O)c3cccc(Cl)c3)sc2c1	8%	2.2%
Cc1cccc(NC(=O)Nc2ccccc2)n1	11%	1.6%
CC(C)(C)C1CCC(N2CCN(c3ccccc3)CC2)CC1 (centres undefined)	-9%	-0.2%
CCOc1ccc(S(=O)(=O)N2CCC(C(=O)NC3CC3)CC2)cc1Cl	7%	0.0%
Cc1ccn(S(=O)(=O)c2ccc3oc(=O)ccc3c2)n1	7%	0.2%
CCc1ccc(N2C(=O)C3C4C=CC(CC4)C3C2=O)cc1 (centres undefined)	-6%	0.7%
CC(=O)Oc1ccc(C(=O)N2c3ccccc3NC(=O)C2C)cc1 (centres undefined)	26%	2.1%
COc1cc2c(cc1OC)C(C)N(C(=O)c1sccc1C)CC2 (centres undefined)	11%	0.0%
COc1cccc(C(=O)C2CCCN(Cc3cccc(OCCO)c3)C2)c1 (centres undefined)	2%	0.6%
O=S(=O)(c1ccc(Cl)cc1)N(Cc1ccccn1)Cc1ccccn1	34%	-0.6%
CC(C)CN(CCNC(=O)CN1C(=O)COc2ccc(S(=O)(=O)N3CCC(C)CC3)cc21)CC(C)C	0%	0.8%
CCOc1ccccc1C1NC(=O)CCC1[N+](=O)[O-] (centres undefined)	-10%	-0.1%
CN1CCN(c2nc3ccccn3c(=O)c2C=O)CC1	16%	0.4%
COc1cc(Br)ccc1C1CC(=O)C(C)C(c2ccc(Br)cc2OC)N1 (centres undefined)	10%	-2.0%
c1ccc(CCc2ccncc2)cc1	-1%	0.9%
CCOc1ccc(CN2CCN(c3ncnc4scc(-c5ccccc5)c34)CC2)cc1	9%	0.7%
COC(CNC(=O)c1ccc(CS(=O)(=O)c2ccccc2)o1)OC	10%	-0.7%
COc1ccc2c(c1)C(=O)N(Cc1ccccc1)C(=O)C2(C)C	2%	-0.5%
CCOC(=O)C1=C(CCc2ccccc2)NC(=O)NC1c1ccc2ccccc2c1 (centres undefined)	4%	-1.1%
CCCn1c(C2CCCN2c2nc(-c3ccc(C)cc3)cs2)nc2ccccc21 (centres undefined)	-28%	0.1%
O=C(O)CSc1nnc(COc2ccc(Br)cc2)n1-c1ccccc1	4%	3.5%
CCc1c(C)c2cc(Cl)c(O)c(CN3CCCC3)c2oc1=O	26%	-3.0%
O=c1[nH]c(C2CCN(S(=O)(=O)c3ccc(S(=O)(=O)NC4CC4)cc3)CC2)nc2c1nnn2Cc1ccc(F)cc1	14%	-0.2%
CC(C)C(=O)Nc1ccc(NC(=O)c2ccc3c(c2)OCO3)cc1	21%	2.4%
Cc1cccn2c(=O)c3cc(C(=O)NC4CCS(=O)(=O)C4)n(Cc4ccccc4)c3nc12 (centres undefined)	38%	4.0%
NS(=O)(=O)c1ccc(CNC(=O)COc2ccc3c4c(c(=O)oc3c2)CCCC4)cc1	-4%	-0.9%
CCN1CCN(CCCNC(=O)CS(=O)(=O)Cc2nc(-c3cccc(OC)c3)oc2C)CC1	5%	1.8%
CCCCNC(=O)c1ccc2c(c1)N(C)C(=O)c1ccccc1S2	11%	-0.4%
O=C(O)C1CCCN(C(=O)c2cccc3ccccc23)C1 (centres undefined)	-13%	-1.1%
CCN(CC)CCCN(C(=O)c1ccco1)c1nc(-c2ccc(Cl)cc2)cs1	11%	-0.4%
O=C(NC(=S)Nc1ccc(Cl)c(C(=O)O)c1)c1ccco1	0%	0.7%
Cc1cccc(Nc2nc(N)c([N+](=O)[O-])c(N3CC(C)OC(C)C3)n2)c1 (centres undefined)	13%	-1.5%
Nc1ccc(OCCc2ccccc2)cc1	-3%	-1.4%
Cc1cccc(S(=O)Cc2ccc(C(=O)N3CCN(C(=O)c4ccco4)CC3)o2)c1 (centres undefined)	6%	-0.6%
Cc1ccc(NC2CCCN(C(=O)CCc3ccncc3)C2)cc1C (centres undefined)	6%	1.7%
COc1ccc(S(=O)(=O)N(C)c2ccc(C(=O)Nc3ccccc3C(=O)N3CCOCC3)cc2)cc1OC	-4%	-0.9%
O=C(O)c1ccc(CN(Cc2ccccc2)S(=O)(=O)c2ccc(Cl)cc2)cc1	8%	11%
COC(=O)c1ccc(C(=O)N=c2sccn2C)cc1	-1%	-1.0%
O=C(NCc1ccc(Cl)s1)C1CCC(=O)N(CCc2ccccn2)C1 (centres undefined)	7%	1.5%

(cont.)
SMILES	AID2073	HIV fusion peptide
CC(=O)c1cccc(CN2CCCC(N3CCN(c4ccccc4F)CC3)C2)c1 (centres undefined)	8%	0.7%
O=C(O)c1nc(NCCc2ccccc2)ncc1Cl	-3%	-0.5%
O=[N+]([O-])c1ccc(OCCCCCN2CCOCC2)cc1	5%	0.0%
CCNC(=S)NC(=NCc1cccnc1)Nc1nc(C)cc(C)n1	9.2µM*	-0.2%
CNC(=O)c1ccc(S(=O)(=O)c2ccc(Cl)cc2)c(NC(C)=O)c1	6%	-0.5%
COc1cc2c(cc1OC)CN(C(=O)/C=C/c1ccc([N+](=O)[O-])cc1)CC2	-19%	0.7%
Cc1ccc(N2CCN(C(=O)c3cn(CC4CCCCC4)nn3)C(C)C2)cc1 (centres undefined)	12%	0.0%
O=C(NC(=S)Nc1ccccc1N1CCOCC1)c1ccc(Br)cc1	0%	5.0%
COc1cc(NC(=O)CCNC(=O)Cn2cnc3sc4c(c3c2=O)CCCC4)cc(OC)c1OC	-23%	-0.1%
CCNS(=O)(=O)c1ccc(CCC(=O)N2CCN(c3ccccc3)CC2)cc1	3%	-0.6%

The list goes on; it opens with the two that closed the last part.
SMILES	AID2073	HIV fusion peptide
COc1cc(NC(=O)CCNC(=O)Cn2cnc3sc4c(c3c2=O)CCCC4)cc(OC)c1OC	-23%	-0.1%
CCNS(=O)(=O)c1ccc(CCC(=O)N2CCN(c3ccccc3)CC2)cc1	3%	-0.6%
CCOc1ccc(CCNC(=O)CS(=O)(=O)Cc2nc(-c3ccc(OC)cc3)oc2C)cc1	8%	2.0%
COc1ccc(NC(=O)CCNS(=O)(=O)c2ccccc2F)cc1S(N)(=O)=O	-3%	-0.8%
O=C(CSCc1ccco1)N1CCc2ccccc21	11%	0.5%
OCCNCCO	-7%	2.9%
CC(C)NC(=O)c1ccc(CN2CCc3ccccc3C2)cc1	-8%	-1.4%
COc1ccccc1NC(=O)C1CCN(S(C)(=O)=O)CC1	6%	0.3%
COCCn1nnnc1C(c1ccc(OC)cc1)N1CCN(C(=O)c2ccco2)CC1 (centres undefined)	-3%	0.6%
CC(C)c1cccc(C(C)C)c1OC(=O)NC(=O)c1c(F)cccc1F	-11%	1.9%
Cc1nn(C(C)C(=O)N2CCOCC2)c(=O)c2nn(-c3ccccc3)c(C)c12 (centres undefined)	9%	-1.6%
Cc1ccc(CCNC(=O)Cn2ncc3c([nH]c4ccccc43)c2=O)cc1	30%	-1.9%
COc1cc(=O)[nH]c(SCC(=O)Nc2nc3c(s2)CCCC3)n1	2%	0.8%
O=C(CSc1n[nH]c(-c2ccccn2)n1)Nc1ccccc1	1%	0.6%
COc1ccccc1NC(=S)N1CCN(c2ccc(F)cc2)CC1	-6%	-0.8%
COc1ccc(CCNC(=O)CS(=O)(=O)Cc2nc(-c3ccccc3Cl)oc2C)cc1OC	6%	0.4%
COc1ccc(CC(=O)N(C)Cc2ccc(C(C)(C)C)cc2)cc1S(=O)(=O)N1CCOCC1	-2%	-1.0%
Cc1nn(Cc2ccccc2)c(C)c1NS(=O)(=O)c1ccccc1	-11%	3.6%
CCOC(=O)c1c(NC(=O)CCS(=O)(=O)c2ccccc2)sc2c1CC(C)(C)NC2(C)C	4%	0.3%
CCOCCCNC(=O)c1cccc(OC2CCN(S(C)(=O)=O)CC2)c1	2%	0.4%
COc1ccc(Cl)cc1Nc1nnc(-c2ccncc2)s1	46%	-7.5%
O=C(CCCCCN1C(=O)[C@@H]2Cc3ccccc3CN2C1=O)Nc1cccc(F)c1	4%	1.4%

Some of the entries above in a different format.
SMILES,AID2073,HIV fusion peptide
COc1ccccc1NC(=O)C1CCN(S(C)(=O)=O)CC1,6%,0.3%
COCCn1nnnc1C(c1ccc(OC)cc1)N1CCN(C(=O)c2ccco2)CC1 (centres undefined),-3%,0.6%
CC(C)c1cccc(C(C)C)c1OC(=O)NC(=O)c1c(F)cccc1F,-11%,1.9%
Cc1nn(C(C)C(=O)N2CCOCC2)c(=O)c2nn(-c3ccccc3)c(C)c12 (centres undefined),9%,-1.6%
Cc1ccc(CCNC(=O)Cn2ncc3c([nH]c4ccccc43)c2=O)cc1,30%,-1.9%
COc1cc(=O)[nH]c(SCC(=O)Nc2nc3c(s2)CCCC3)n1,2%,0.8%
O=C(CSc1n[nH]c(-c2ccccn2)n1)Nc1ccccc1,1%,0.6%
COc1ccccc1NC(=S)N1CCN(c2ccc(F)cc2)CC1,-6%,-0.8%
COc1ccc(CCNC(=O)CS(=O)(=O)Cc2nc(-c3ccccc3Cl)oc2C)cc1OC,6%,0.4%
COc1ccc(CC(=O)N(C)Cc2ccc(C(C)(C)C)cc2)cc1S(=O)(=O)N1CCOCC1,-2%,-1.0%
Cc1nn(Cc2ccccc2)c(C)c1NS(=O)(=O)c1ccccc1,-11%,3.6%
CCOC(=O)c1c(NC(=O)CCS(=O)(=O)c2ccccc2)sc2c1CC(C)(C)NC2(C)C,4%,0.3%
CCOCCCNC(=O)c1cccc(OC2CCN(S(C)(=O)=O)CC2)c1,2%,0.4%

Further results
SMILES	AID2073	HIV fusion peptide
C=CCNC(=S)N1CCC(Cc2ccccc2)CC1	-16%	-0.4%
CC(=O)c1cc2c(ccc3ccccc32)oc1=O	16%	0.4%
COCCN1C(=O)C(=O)/C(=C(/O)c2ccc(S(=O)(=O)N3CCCCC3)cc2)C1c1ccc(O)c(OC)c1 (centres undefined)	8%	11%
C[C@H](NC(=O)C1(c2ccccc2)CCN(C(=O)OC(C)(C)C)CC1)C(=O)N[C@@H](C(=O)O)c1ccccc1	12%	3.1%
Cc1ccc(-n2ncc3c2CC(C)(C)CC3NC(=O)CCc2ccncc2)cc1 (centres undefined)	0%	0.1%
CCn1cc(C(=O)NCCCOC(C)C)c(=O)c2cc(S(=O)(=O)N3CCOCC3)ccc21	6%	-1.6%
Cc1cc(S(=O)(=O)N2CCOCC2)ccc1OCC(=O)NCc1ccco1	0%	1.1%
COc1ccc(NC(=O)c2sc3ncn(CC(=O)N4CCN(c5ccccn5)CC4)c(=O)c3c2C)cc1OC	0%	-0.2%
COCCNC(=O)C(c1ccc(O)cc1)N(Cc1ccccc1)C(=O)CCC(=O)Nc1ccccn1 (centres undefined)	-1%	-0.2%
O=C(Nc1ccc(F)cc1)Nc1nnc(Cc2ccccc2F)s1	5%	0.2%
CCN(CC)c1ccc(C2Nc3cccc4cccc(c34)N2)cc1	-2%	-1.6%
CN(C)C(=O)c1ccc(NC(=O)c2cc(-c3ccco3)nc3ccccc23)cc1	32%	15%
Cc1ccc(C(=O)N2CCN(c3ccc([N+](=O)[O-])cc3)CC2)o1	-3%	-1.8%
COC(=O)COc1ccc(C2NC(=O)NC(c3ccccc3)=C2C(C)=O)cc1Br (centres undefined)	15%	-1.5%
CCOC(=O)CC(NC(=O)c1cc2cccc(OC)c2oc1=O)c1ccc(OC)cc1 (centres undefined)	15%	-0.8%
Cc1nc(NC(=O)C2CC2)sc1C(=O)Nc1ccc(Br)cc1	12%	3.3%
O=C1CN(C(=O)N[C@@H](Cc2ccccc2)C(=O)N[C@@H](Cc2ccccc2)C(=O)O)c2ccccc2N1	13%	5.1%
O=c1ccc(-c2ccc(S(=O)(=O)Nc3cccc(Br)c3)o2)n[nH]1	13%	0.5%
Cc1ccc(S(=O)(=O)N(C)C)cc1NC(=O)CN1C(=O)NC2(CCCCCC2)C1=O	16%	-1.5%
CC(=O)c1cccc(N(CC(=O)NC2CCCCC2)C(=O)Cn2nnc(-c3ccccc3)n2)c1	?	-0.3%
COc1cccc(C(=O)NC(C)c2cccc3ccccc23)c1OC (centres undefined)	1%	-0.6%
O=C1NC(NS(=O)(=O)c2ccccc2)(C(F)(F)F)C(=O)N1Cc1ccccc1 (centres undefined)	30%	-0.8%
O=C(CCc1ccccc1Cl)NC1CCCN(c2ccc(C(F)(F)F)cn2)C1 (centres undefined)	13%	0.3%
Cc1ccc(C)c(S(=O)(=O)N2CCCOC2CNC(=O)C(=O)NC2CCCCC2)c1 (centres undefined)	14%	0.0%
CCOc1ccc(CN(C)C(=O)c2ccc(=O)[nH]c2)cc1	1%	1.2%
O=C(CN1CCOCC1)NCCNS(=O)(=O)c1ccccc1	12%	-1.0%
CCC1CCCCN1CCCNC(=O)c1cn(CC)c2ccc(S(=O)(=O)N(C)C3CCCCC3)cc2c1=O (centres undefined)	13%	-2.0%
CCC(=O)Nc1nnc(SCC(=O)Nc2ccc3c(c2)OCCO3)s1	2%	-1.9%

A portion of the library; count on the stated rates, not on these rows.
